Screening results as filed in PubChem BioAssay.
PMI act hi M6P: PMI (human) activation, high substrate. coupled PMI enzyme assay, resazurin fluorescence, 20 min; active compounds read high; 1 = untreated enzyme, 0 = substrate-free blank. activation factor at 20 µM. actives 0.34% (n = 190,000). AID 1216;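 active = activation factor of 2 or more at 20 µM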
Target sequence (P34949 whole entry, looked up): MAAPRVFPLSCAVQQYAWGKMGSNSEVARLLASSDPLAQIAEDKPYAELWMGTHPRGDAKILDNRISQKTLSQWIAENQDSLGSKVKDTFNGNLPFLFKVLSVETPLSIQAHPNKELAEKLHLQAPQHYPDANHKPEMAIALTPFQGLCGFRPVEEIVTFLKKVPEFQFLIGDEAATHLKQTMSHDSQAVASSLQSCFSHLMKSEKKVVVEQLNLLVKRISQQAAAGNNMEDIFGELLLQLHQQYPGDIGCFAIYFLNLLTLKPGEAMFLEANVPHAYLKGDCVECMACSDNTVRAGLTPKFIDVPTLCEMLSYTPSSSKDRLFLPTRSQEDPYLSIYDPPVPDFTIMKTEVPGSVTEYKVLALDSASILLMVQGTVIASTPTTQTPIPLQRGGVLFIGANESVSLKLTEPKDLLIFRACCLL
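assay system = human phosphomannose isomerase with PGI, G6PDH, diaphorase coupling enzymes | quantity = 15 ng/mL PMI | incubation = enzyme reaction with compound 20 min at room temperature | medium = HEPES pH 7.4 buffer with MgCl2 and Tween-20 | compound dosing = one concentration, 20 µM, in 1% DMSO | measured by = Diaphorase-driven resazurin-to-resorufin fluorescence, excitation 544, emission 590 nm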
Diaphorase act: diaphorase activation or chemical reduction counter-screen. Diaphorase/resazurin coupled assay, resorufin fluorescence, 16 min; active compounds read high; 1 = vehicle wells, 0 = NADH-free wells. activation factor at 20 µM. actives 0.005% (n = 190,000). AID 1229;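 active = diaphorase activity raised at least twofold by the compound at 20 µM; inactive = activation factor below 2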
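System – purified diaphorase enzyme from Clostridium kluyveri · Input – enzyme 0.07 U/mL final · Also added – final NADH 0.114 mM, resazurin 0.1 mM · Measured by – fluorescence of resorufin, 544 nm excitation, 590 nm emission · Timing – 16 min enzyme reaction, ambient temperature · Measure – resorufin increase flagging diaphorase activators or reducers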
bIAP act: intestinal alkaline phosphatase (bovine) activation. purified bovine IAP, CDP-star luminescence, 30 min; active compounds read high; fold of DMSO-control signal, blank-subtracted. actives 0.17% (n = 200,000). activation factor at 20 µM;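 active = activation factor of 2 or more at 20 µM, a signal rise over negative controls twice the positive control's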
Diaph inh CS: diaphorase inhibition or chemical oxidation counter-screen | AID 1217 | inhibition, % at 20 µM | diaphorase resazurin-to-resorufin fluorescence, NADH, 16 min; bacterial (C. kluyveri) enzyme, not human | actives 0.69% (n = 190,000);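 active = primary screen inhibition at 20 µM above a set limit, cut at about 50% in these data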;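 note: plate controls were DMSO with full reaction for no effect and wells lacking NADH for full effect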
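Test system: bacterial diaphorase enzyme (C. kluyveri); Quantity: 0.14 U/mL diaphorase, enzyme working solution; Times: reaction incubation of 16 min at room temperature; Measured by: fluorescence of resorufin formed from resazurin, Ex 544/Em 590 nm; Benchmarks: positive control minus NADH, DMSO neutral control.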
TNAP inh hi DEA: blocks human TNAP under high phosphate acceptor concentration. purified TNAP, CDP-star luminescence, 1 M DEA. inhibition, % at 20 µM. P05186. AID 1135. actives 0.03% (n = 200,000);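 active = over 50% inhibition of tissue-nonspecific alkaline phosphatase at 20 µM in the single-dose screen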;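 note: plate controls were DMSO wells for no effect and EDTA-quenched wells as full inhibition for full effect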
Target sequence (P05186 whole entry, looked up): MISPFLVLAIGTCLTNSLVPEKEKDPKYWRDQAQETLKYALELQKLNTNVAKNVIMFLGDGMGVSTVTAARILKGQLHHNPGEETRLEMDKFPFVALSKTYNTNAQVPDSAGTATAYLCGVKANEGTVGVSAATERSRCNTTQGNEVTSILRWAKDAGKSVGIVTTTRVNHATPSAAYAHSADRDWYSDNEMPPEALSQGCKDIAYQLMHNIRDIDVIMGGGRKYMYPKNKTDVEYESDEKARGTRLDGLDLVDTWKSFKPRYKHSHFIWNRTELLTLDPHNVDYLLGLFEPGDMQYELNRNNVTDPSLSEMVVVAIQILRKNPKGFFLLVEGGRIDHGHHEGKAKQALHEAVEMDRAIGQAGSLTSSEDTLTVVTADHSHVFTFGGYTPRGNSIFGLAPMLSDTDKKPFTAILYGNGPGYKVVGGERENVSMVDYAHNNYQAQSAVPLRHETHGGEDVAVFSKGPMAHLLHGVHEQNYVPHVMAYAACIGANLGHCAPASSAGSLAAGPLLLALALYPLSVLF
bIAP inhibitor: blocks bovine intestinal alkaline phosphatase activity. purified bovine IAP, CDP-star luminescence, 30 min. AID 1019. 190,000 tested, under 10 active. inhibition, % at 20 µM;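 active = over 50% inhibition of intestinal alkaline phosphatase at 20 µM in the single-dose screen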
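Assay system – bovine IAP enzyme · Quantity – bovine IAP at 1/65,000,000 final dilution · Detection – CDP-star luminescence signal · Times – 30 min reaction at room temperature · Also added – CDP-star substrate at 30 µM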
PMI activator: phosphomannose isomerase (human) activation; actives 0.005% (n = 190,000); AID 1214; activation factor at 20 µM; P34949; purified human PMI, coupled resazurin fluorescence, 20 min; active compounds read high; 1 = vehicle control, 0 substrate-free wells;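 active = activation factor of 2 or more at 20 µM, relative to plate controls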
TNAP inh no acc: blocks human TNAP activity with no phosphate acceptor present; actives 0.26% (n = 200,000); purified TNAP, CDP-star luminescence, 30 min; inhibition, % at 20 µM; AID 1012; P05186;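 active = tissue-nonspecific alkaline phosphatase inhibition above about 50% at 20 µM in the single-dose screen, limit read from the data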;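 note: 0% = DMSO negative control and 100% = EDTA positive control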
Lmaj promast: inhibitors of Leishmania major promastigote growth; Leishmania major promastigotes, resazurin fluorescence viability; inhibition, % at 10 µM; actives 9% (n = 200,000); in the data active = inhibition above about 50%;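 note: promastigotes grown with compound for 44 hours at 28 °C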
TNAP act hiacc: TNAP (human) activation, high acceptor | P05186 | purified TNAP, CDP-star luminescence, 1 M DEA, 30 min; active compounds read high; 0 = EDTA background, 1 = DMSO-only activity | activation factor at 20 µM | 200,000 tested, under 10 active;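 active = activation factor at least 2 at 20 µM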
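system = human TNAP | amount = enzyme diluted 1/800 final | reagent = 100 µM CDP-star substrate | signal = luminescent substrate turnover signal | dosing = one dose, 20 µM | benchmarks = EDTA negative control, DMSO positive control | measure = activation factor | timing = 30 min reaction, room temperature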
* hit, by the source's call; nt = no result given. Compounds were not picked by outcome. Share with any hit: about 10%.

SMILES	PMI act hi M6P	Diaphorase act	bIAP act	Diaph inh CS	TNAP inh hi DEA	bIAP inhibitor	PMI activator	TNAP inh no acc	Lmaj promast	TNAP act hiacc
Cc1occc1C(=O)NNC(=O)C(c1ccccc1)c1ccccc1	0.9	0.9	1.3	14	-8	-26	0.9	-34	2	1.1
CCOc1ccc(NC(=O)C2CC(C)=C(C)CC2C(=O)O)cc1 (stereo unspecified)	1	1	1	4	-5	4	1	-13	81*	1.1
COCCn1nnnc1C(c1ccccn1)N1CCN(c2cc(C)ccc2C)CC1 (stereo unspecified)	1.3	0.9	1	8	0	3	1	-7	-7	1
Cc1cccc(N2C(=O)CSC2c2cccnc2)c1 (stereo unspecified)	0.9	0.8	1	20	-4	4	0.9	-25	2	1
CN(C)[C@@H]1C(=O)C(C(=O)NCN2CCCC2)=C(O)[C@@]2(O)C(=O)C3=C(O)c4c(O)cccc4[C@@](C)(O)C3CC12 (stereo partly specified)	0.5	0.6	1.2	36	7	-24	0.9	3	15	0.9
CC12CCC(=O)N1C(C(=O)OCC(=O)Nc1cc(S(=O)(=O)N3CCCCC3)ccc1Cl)CS2 (stereo unspecified)	1	0.9	0.9	7	-2	14	0.9	-11	-1	1
O=C(COC(=O)c1ccco1)Nc1ccc2c(c1)OCO2	0.9	0.9	1	12	-1	-3	1	-4	-5	1
CC1=CC(C)C2(COC(=O)Nc3ccccc3)COC(C)C1C2C (stereo unspecified)	1	0.8	1	17	-4	0	0.9	-8	17	1
COc1ccc(/C=N/Nc2nonc2N)c(OC)c1	1	1.2	1	-18	8	-2	1.1	0	-4	0.9
Cc1nnsc1C(=O)Nc1ccccc1	0.9	1	0.3	4	-4	nt	1	-9	-3	1
O=C(Nc1ccc(NC(=O)c2cc3ccccc3o2)cc1)c1ccc2c(c1)OCCO2	1	1.1	1.2	-13	-5	-22	1.1	-12	-6	1.1
Cc1nnc2sc(SCc3ccccc3Cl)nn2c1=O	1.1	0.9	1.1	7	3	-6	1.1	-9	6	1
COc1ccc(-c2csc(NC(=O)c3ccc(S(C)(=O)=O)cc3)n2)cc1	0.9	1	1	4	3	4	1	-5	3	1
O=C(NCCCN1CCN(C2CCCCC2)CC1)Nc1ccccc1C(F)(F)F	0.9	0.9	1.1	13	-2	-6	0.9	-4	6	1
Nc1nc(-c2cccnc2)nn1C(=O)c1ccccc1Cl	1	1	1	3	1	-4	1	6	-6	1
O=C(NCc1ccc(Cl)s1)c1cc(COc2c(F)cccc2F)on1	1	0.9	0.8	12	0	17	0.9	-6	-4	1
CC(=O)N1N=C(C)CC1c1ccc(OCc2ccccc2)cc1 (stereo unspecified)	1	0.9	1	9	-5	1	1	-12	-8	1.1
CC(Oc1cccc(Cl)c1)C(=O)Nc1cc(=O)n(C)c(=O)n1C (stereo unspecified)	1	1	1	-4	0	4	1	-8	-12	1
Cc1cc(C)n2ncc(C(=O)Nc3ccc4c(c3)OCO4)c2n1	0.9	0.9	0.8	13	-2	17	0.9	-12	3	1
Cc1nn(C)c(C)c1S(=O)(=O)N(CC(=O)NCc1cccs1)c1ccc(C(C)C)cc1	1	0.9	0.9	12	-3	9	0.9	-10	38	1
CCOc1ccc2[nH]c(C)cc(=O)c2c1	1.1	1	0.9	0	6	12	1	-4	4	0.9
O=C(CN1CCOCC1)Nc1ccc(Oc2ccc(NC(=O)CN3CCOCC3)cc2)cc1	1.1	0.9	0.9	9	-6	13	1	-12	-1	1.1
O=C(Nc1ncc(S(=O)(=O)c2ccc([N+](=O)[O-])cc2)s1)c1cccc2ccccc12	1.1	0.9	1	15	-2	3	1.2	1	100*	1
COC(=O)c1ccccc1NC(=O)NC1CCCC1	1	0.9	0.9	14	-6	6	0.9	-2	1	1.1
COCCCNC(=O)c1ccc2c(c1)CCN2S(C)(=O)=O	1.1	0.9	0.9	10	-6	8	1	-15	1	1.1
O=C(CSc1nnc(Cn2c(=O)sc3ccccc32)n1-c1ccccc1)NCC1CCCO1 (stereo unspecified)	1	1	1.1	1	-1	-14	1	-3	-2	1
CC1=C(C(=O)OC(C)C)C(C)NC(=O)N1 (stereo unspecified)	0.9	0.8	1	20	-6	-1	1	-17	-4	1.1
O=C(NCc1ccccc1F)C1CCCN(C(=O)NC2CCCCC2)C1 (stereo unspecified)	1	0.9	1	13	-5	4	1	-12	-1	1.1
CCOc1nc(NCc2ccco2)nc(Nc2ccccc2F)n1	0.9	0.8	0.8	18	-4	16	0.8	-15	9	1
O=C(CSc1nc2ccc([N+](=O)[O-])cc2[nH]1)NC1CCCCCC1	1.1	0.9	0.6	12	0	38	1	14	1	1
CN1CCN(Cc2cn(C)nc2-c2ccccc2F)CC1c1ccccc1 (stereo unspecified)	0.9	0.9	0.9	5	-4	14	0.9	-7	9	1
Cc1c(C(=O)Nc2ccc(-c3nnc4n3CCCCC4)cc2)oc2ccc(Br)cc12	1.2	1.2	0.9	-23	-5	12	1.3	6	36	1
COc1ccc(CNCc2cc3c(C(C)(C)C)nn(-c4ccccc4)c3[nH]c2=O)cc1	1	1	1.6	-1	1	-62	1	-4	17	1
CC(=O)NNc1ncnc2c1cnn2-c1ccc(C)c(C)c1	1	0.9	1.5	6	2	-49	1	-190	-7	1
COc1ccc(S(=O)(=O)NCC2CCCN(CC(C)(C)C)C2)cc1 (stereo unspecified)	1	0.8	1	16	-10	-1	0.9	-11	-1	1.1
O=C(Nc1ccc2c(c1)OCO2)C1CC(c2ccc(F)cc2)=NO1 (stereo unspecified)	1	0.9	0.8	11	-5	18	0.9	-14	0	1
Oc1ccc(Br)cc1-c1cc(-c2ccccc2F)[nH]n1	1	1	1.1	-3	-7	-7	0.9	-7	24	1.1
O=C1CC(c2c[nH]c3ccccc23)C(=O)N1c1ccccc1 (stereo unspecified)	1	0.9	0.9	10	-8	7	1	-13	-1	1.1
COC(=O)c1cc(-c2ccccc2)c2c(=O)n(C)c(=O)n(C)c2n1	1.1	0.8	0.9	16	-7	7	1	-10	-7	1.1
NC(=O)c1ccccc1N/C=C/C(=O)c1ccccc1	1	0.9	0.9	12	1	12	1	4	-2	1
CCCCS(=O)CC(COC)OC(=O)c1ccccc1 (stereo unspecified)	0.9	0.9	1.3	7	-3	-30	1	-9	-4	1
Cc1ccc(C(Sc2ccccc2)C(Cn2cncn2)C(=O)c2ccccc2)cc1 (stereo unspecified)	0.9	1	0.9	-3	-7	6	0.9	-11	15	1.1
O=[N+]([O-])c1ccc(Cl)c2c1C1C=CCC1C(c1ccccn1)N2 (stereo unspecified)	0.6	0.6	0.8	41	4	18	1.2	-4	1	1
CN1CCc2nc3sc(C(=O)C45CC6CC(CC(C6)C4)C5)c(N)c3cc2C1	1.4	1.1	1	-6	-2	-4	1.2	-3	96*	1
COc1ccccc1NC(=O)N1CCC(c2nnc(SCC(N)=O)n2C)CC1	1	0.9	1	7	0	4	0.9	-3	-4	1
Cc1cccc(N(CC(=O)N2CCCC2)S(=O)(=O)c2ccccc2)c1	1	0.9	1	6	-4	2	1	-10	-2	1
CCCOC(=O)c1ccc(NS(=O)(=O)c2cccs2)cc1	0.9	0.8	1	20	-6	2	0.9	-9	-4	1.1
Cc1cc(C)c2c3c(sc2n1)C(=O)N(C)CC(=O)N3	1	0.9	0.9	8	-2	10	1	-11	-2	1
CC1(C)CC(=O)C(C=NCCN2CCN(C(=S)Nc3cccc(Cl)c3)CC2)=C(O)C1	1.1	0.9	1	10	-7	-4	1	-9	-5	1.1
CC(C)(CNC(=O)c1cc(=O)[nH]c2ccccc12)N1CCOCC1	0.9	0.8	1	16	-2	1	0.9	-2	-5	1

Limited to bIAP inhibitor (2 entries from above):
SMILES | bIAP inhibitor
CC1(C)CC(=O)C(C=NCCN2CCN(C(=S)Nc3cccc(Cl)c3)CC2)=C(O)C1 | -4
CC(C)(CNC(=O)c1cc(=O)[nH]c2ccccc12)N1CCOCC1 | 1

Taken from above (3 entries):
SMILES	PMI act hi M6P	Diaphorase act	bIAP act	Diaph inh CS	TNAP inh hi DEA	bIAP inhibitor	PMI activator	TNAP inh no acc	Lmaj promast	TNAP act hiacc
Cc1cc(C)c2c3c(sc2n1)C(=O)N(C)CC(=O)N3	1	0.9	0.9	8	-2	10	1	-11	-2	1
CC1(C)CC(=O)C(C=NCCN2CCN(C(=S)Nc3cccc(Cl)c3)CC2)=C(O)C1	1.1	0.9	1	10	-7	-4	1	-9	-5	1.1
CC(C)(CNC(=O)c1cc(=O)[nH]c2ccccc12)N1CCOCC1	0.9	0.8	1	16	-2	1	0.9	-2	-5	1

Next structures
SMILES	PMI act hi M6P	Diaphorase act	bIAP act	Diaph inh CS	TNAP inh hi DEA	bIAP inhibitor	PMI activator	TNAP inh no acc	Lmaj promast	TNAP act hiacc
CCOC(=O)c1c(NC(=O)CSc2nc3cc(Cl)ccc3c(=O)n2Cc2ccco2)sc(C(=O)N(C)C)c1C	0.9	0.7	0.9	25	-1	7	0.9	0	78*	1
CC(=O)Nc1cccc(-c2nc3ccccc3s2)c1C	1.1	0.9	1	7	-8	3	1.1	-11	18	1.1
Cc1ccc(Sc2ccc(NC(=O)CCl)cc2)cc1C	0.8	0.7	1	27	0	-2	0.9	0	100*	1
CCOC(=O)CNC(=O)c1ccc2[nH]c3ccccc3c2c1	0.9	0.9	0.9	13	-3	10	1	-2	0	1
Cc1ncc([N+](=O)[O-])n1Cc1ccc(Cl)cc1	nt	nt	0.9	nt	-4	6	nt	-2	83*	1
Cc1ccc2c(c1)C1(SCCS1)C(=O)N2	0.9	0.8	0.9	18	-7	12	1	-9	-4	1.1
COc1ccc(CNC(=O)C2COc3ccccc3O2)c(OC)c1 (stereo unspecified)	1	1	1	-4	-2	-1	1	-11	-4	1
CC1S/C(=N/N=C2CCC(C(C)(C)C)CC2)NC1=O (stereo unspecified)	0.9	0.9	0.6	12	6	38	0.8	0	-8	0.9
Cc1cc(NC(=O)C2C3C=CC(C3)C2C(=O)O)no1 (stereo unspecified)	1	0.9	0.9	13	-4	8	1	-8	-8	1
O=C(CN1C(=O)C2C3C=CC(C3)C2C1=O)NCC1COc2ccccc2O1 (stereo unspecified)	1.1	0.9	1	14	1	-1	1.1	-9	-3	1
